# Fluorescein fluor – compound autofluorescence in fluorescein spectral region. Compound autofluorescence, 480/540 nm, fluorescein-equivalent; active compounds read high. max fluorescein-equivalent concentration, M. 59,000 tested, 0.91% active. AID 593; in the data active = max fluorescein-equivalent concentration above about 10 nM; inconclusive = between about 1.1 nM and that limit
#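 Read-out is intrinsic compound fluorescence at 480/540 nm (excitation/emission), expressed as dye-equivalent concentration using a fluorescein standard series run on every plate. Compounds sat 15 min at room temperature in 100 mM Tris, pH 8.0.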
# HBB splice mod – hemoglobin beta splicing modulation. 65,000 tested, 0.06% active. Potency, µM (top dose mostly 46.1 µM), for the others: top-dose activation, usual class: activators. HBB splicing reporter cell assay, activation; EGFP reporter with mutant IVS2-654 intron; response scale: normalised to 500 nM splice-correcting PNA; also: potency is read from the fitted curve at half-maximal effect; 0% is about no effect
#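 Compounds were applied for 2 days to HeLa EGFP-654 cells, 500/well in Optimem with 2% FCS. The reporter's EGFP is disrupted by mis-splicing of beta-globin intron IVS2-654. Readout: summed well GFP fluorescence from 488 nm laser scanning; reference was 500 nM antisense […] 654 PNA.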
# GFP derepression – epigenetic GFP locus derepression in mouse cells; 68,000 tested, 0.09% active; Potency, µM (titrated, usually from 46.1 µM), without a hit: at the highest dose GFP derepression (activation); mouse C127i GFP locus derepression, cytometry, 30 h; also: % of control where 0% means no effect
#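 Locus derepression in mouse mammary C127i cells whose integrated CMV-GFP reporter is normally silent; GFP expression after 30 h compound treatment was quantified by counting fluorescent cells.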
# Hsp90 Hop PPI – changes Hsp90-Hop TPR2A binding signal, up or down; Potency, µM (titrated, usually from 57 µM), for the others: top-dose activity change, negative = inhibition; AID 595; AlphaScreen TPR2A-His6 binding biotin-Hsp90 C-terminal peptide; 71,000 tested, 0.44% active; active = well fitted curve in either direction with a large enough effect; inconclusive = small, poorly fitted or top-dose-only effect, or another doubt; also: potency is read from the fitted curve at half-maximal effect; % is scaled to controls: 0 for no effect and ±100 for the full control effect; many of its hits are not listed in these tables
# Rhodamine autofl – rhodamine region autofluorescence; max dye-equivalent concentration, M; 59,000 tested, 0.05% active; Rhodamine-region fluorescence, 547/598 nm, Tris buffer; active compounds read high; in the data active = max dye-equivalent concentration above about 11 nM; inconclusive = between about 1.1 nM and that limit
#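 Steps: pin-transfer compounds into pH 8.0 Tris (100 mM), hold 15 min at room temperature, image with a 547/598 nm filter pair, and convert intensities to rhodamine-equivalent concentration using a six-point on-plate rhodamine series.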
# 4MU fluor – compounds fluorescent in 4-MU spectral region | compound autofluorescence, 340/450 nm, 4-MU equivalents; active compounds read high | 59,000 tested, 11% active | max dye-equivalent concentration, M; in the data active = max dye-equivalent concentration above about 10 nM; inconclusive = mostly about 1.1 nM to 9.6 nM
#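 Compounds in 100 mM Tris, pH 8.0, sat 15 min at room temperature before fluorescence was read at 340 nm excitation/450 nm emission; a per-plate six-point 4-MU standard curve converted signals to dye-equivalent concentration at each compound concentration.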
# TexasRed autofl – compounds fluorescent in Texas Red spectral region; Compound fluorescence, Texas Red channel, 547/618 nm; active compounds read high; max dye-equivalent concentration, M; 59,000 tested, 0.06% active; AID 587; in the data active = max dye-equivalent concentration above about 10 nM; inconclusive = between about 1.1 nM and that limit
#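 Compound titrations in 100 mM Tris pH 8.0 were incubated 15 min at room temperature and read at 547 nm excitation / 618 nm emission. Texas Red six-point standard curve on each plate converted fluorescence to dye-equivalent concentration.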
# Ub-GFP proteasome – inhibits proteasome, raising ubiquitin-GFP reporter fluorescence; Ubiquitin-GFP reporter cells, proteasome inhibition, GFP fluorescence; response scale: untreated = 0%, 10 µM MG-132 = 100%; Potency, µM (series often up to 45.9 µM), for the others: at the top dose activation (GFP accumulation), most hits filed as activators; 67,000 tested, under 10 active; AID 526; active = well fitted activation curve with a large enough effect, not every such curve was filed as active; inconclusive = small, poorly fitted or top-dose-only effect, or another doubt; inactive = no such curve, though single readings can be large or run the other way; also: potency is read from the fitted curve at half-maximal effect
#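 U2OS Ub(G76V)-GFP reporter; O/N plating, 0.5% FBS; cpd 46 uM–2.9 nM, 4 h, 37 °C; GFP+ cell count, 488/515 nm; norm. to basal vs 10 uM MG-132; CRC fit.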
# 15-hLO inh – 15-hLO (ALOX15) enzyme inhibition | purified 15hLO-1, xylenol orange hydroperoxide absorbance | 74,000 tested, 1.4% active | AID 887 | P16050 | Potency, µM (top dose mostly 57.1 µM), for the others: at the highest dose activity change, negative = inhibition, most hits filed as inhibitors; also: potency is read from the fitted curve at half-maximal effect; % is scaled to controls: 0 for no effect and ±100 for the full control effect; nearly all actives have a fitted effect of over 55% in size
# Target sequence (P16050 whole entry, looked up): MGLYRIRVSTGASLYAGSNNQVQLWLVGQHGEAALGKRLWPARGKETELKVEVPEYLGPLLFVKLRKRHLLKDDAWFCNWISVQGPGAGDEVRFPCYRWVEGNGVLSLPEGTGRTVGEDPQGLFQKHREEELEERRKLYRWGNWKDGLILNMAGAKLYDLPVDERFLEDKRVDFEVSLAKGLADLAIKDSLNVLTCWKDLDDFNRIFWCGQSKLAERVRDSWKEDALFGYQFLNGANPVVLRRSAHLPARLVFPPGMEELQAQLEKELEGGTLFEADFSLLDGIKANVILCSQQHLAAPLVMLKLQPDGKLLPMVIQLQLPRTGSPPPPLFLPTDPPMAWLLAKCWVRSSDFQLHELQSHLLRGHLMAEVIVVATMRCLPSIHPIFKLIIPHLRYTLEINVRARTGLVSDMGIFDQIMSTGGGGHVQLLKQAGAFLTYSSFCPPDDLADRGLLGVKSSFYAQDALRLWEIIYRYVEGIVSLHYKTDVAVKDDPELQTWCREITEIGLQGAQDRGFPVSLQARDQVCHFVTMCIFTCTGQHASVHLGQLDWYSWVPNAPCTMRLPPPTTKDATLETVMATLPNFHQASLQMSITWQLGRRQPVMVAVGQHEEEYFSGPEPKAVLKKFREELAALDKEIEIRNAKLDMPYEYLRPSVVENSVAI
#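 Purified human 15hLO-1 (40 nM) in 25 mM Hepes pH 7.5, 0.01% Triton X-100, preincubated 15 min RT with compound, then 50 uM arachidonic acid for 6 min. Hydroperoxide read by ferrous/xylenol orange, 30 min; 573/405 nm absorbance ratio gave progress.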
# Pol III holo inh – blocks replication by bacterial DNA polymerase III holoenzyme; 71,000 tested, 0.25% active; Potency, µM (titrated, usually from 57.1 µM), without a hit: at the top dose activity change, negative = inhibition; reconstituted DNA polymerase III holoenzyme replication, biochemical; also: potency is read from the fitted curve at half-maximal effect; % is scaled to controls: 0 for no effect and ±100 for the full control effect
#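 Reconstituted *E. coli* holoenzyme (0.35 nM Pol III, 1 nM beta, 154 nM SSB, 2 nM primase) was preincubated with compound for 15 min at RT. Synthesis on 1.4 nM ssM13Gori ran 35 min, then was stopped with PicoGreen/EDTA and read as dsDNA fluorescence.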
# HADH2 inhib – HADH2 (human) dehydrogenase inhibition; Q99714; recombinant HADH2, NADH fluorescence, beta-hydroxybutyryl-CoA; Potency, µM (top dose mostly 57.1 µM), inactives show at the top dose activity change, negative = inhibition, actives largely listed as inhibitors; 73,000 tested, 3.4% active; also: potency is read from the fitted curve at half-maximal effect; % is scaled to controls: 0 for no effect and ±100 for the full control effect; nearly all actives have a fitted effect of over 60% in size; many of its hits are not listed in these tables
# Target sequence (Q99714 whole entry, looked up, one chain of several): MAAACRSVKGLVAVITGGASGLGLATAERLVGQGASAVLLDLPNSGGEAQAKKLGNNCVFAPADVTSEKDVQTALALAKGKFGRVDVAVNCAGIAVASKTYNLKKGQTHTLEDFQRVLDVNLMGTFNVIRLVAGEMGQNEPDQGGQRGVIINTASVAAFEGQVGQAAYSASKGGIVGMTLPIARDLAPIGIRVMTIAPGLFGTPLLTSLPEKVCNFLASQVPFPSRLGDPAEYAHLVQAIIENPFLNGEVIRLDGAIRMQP
#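 E. coli-expressed His-tagged HADH2 tested at 20 nM in alkaline Tris buffer (pH 9.0); oxidation of 90 uM beta-hydroxybutyryl-CoA with 1 mM NAD+ tracked fluorimetrically for 4 min.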
# Starred values were filed as active, the others as inactive; i = inactive; ? = inconclusive; / = no result given; & = joins results of further samples; [ ] = remark or other dose. Unless noted, calls follow the shape of the dose curve; as a rule, active = well fitted curve in the direction sought with a large enough effect; inconclusive = small, poorly fitted or top-dose-only effect, or another doubt; inactive = no such curve, though single readings can be large; an effect the other way counts as inactive or inconclusive. These rows are one share of the data. The share of hits here may be higher or lower than overall.
no. | Structure | Fluorescein fluor | HBB splice mod | GFP derepression | Hsp90 Hop PPI | Rhodamine autofl | 4MU fluor | TexasRed autofl | Ub-GFP proteasome | 15-hLO inh | Pol III holo inh | HADH2 inhib
1 | Cc1cccc2sc(NC(=O)CCNS(=O)(=O)c3cccs3)nc12 | i | -0.7% | -1% | -5% | i | i | i | -3% | -15% | 1% | -2%
2 | CC(C)CC(NS(=O)(=O)c1ccc2c(c1)oc(=O)n2C)C(=O)NCc1cccnc1 (stereo unspecified) | / | 0.1% | / | -2%[2.3 µM] | / | / | / | -1% | -7% | 2% | 3%
3 | CS(=O)(=O)N1CCN(C2CCN(Cc3ccccc3)CC2)CC1 | i | 0.1% | 0% | -2% | i | i | i | 6% | 8% | -2% | -1%
4 | CC(C)OC(=O)CCC1(C(=O)O)CCC(=O)NC1 (stereo unspecified) | i | / | 0% | -2% | i | i | i | 3% | 0% | -6% | 2%
5 | COc1ccc(-n2nnnc2SC(C)C(N)=O)cc1 (stereo unspecified) | ? | -0.2%[57.5 µM] | -1% | 0% | i | i | i | -2% | 6% | -2% | -4%
6 | CCOC(=O)C(C)c1nc2ccccc2[nH]c1=O (stereo unspecified) | i | / | 3%[20.6 µM] | / | i | 9.3e-08M* | i | / | / | / | /
7 | CN(CCCNC(=O)C1CCN(S(=O)(=O)c2cccc3nsnc23)CC1)Cc1ccccc1 | i | -1.3% | -3% | -2% | i | i | i | 2% | 3% | -6% | 8%
8 | CCN(CC)CC#CCOC(=O)[C@@](O)(c1ccccc1)C1CCCCC1 | ? | 1.2%[20.6 µM] | -2%[20.6 µM] | -3%[26 µM] | i | i | i | 4%[20.5 µM] | 4%[25.6 µM] | -2%[25.6 µM] | 6%[25.6 µM]
9 | CCc1ccc(CCC(=O)Nc2ccc(S(N)(=O)=O)cc2)o1 | i | -0.7% | -3% | -10% | i | i | i | 3% | -1% | -1% | -5%
10 | CCOC(=O)C1CCCN(c2ncnc3c2cnn3-c2cccc(C)c2)C1 (stereo unspecified) | ? | 1.5%[0.369 µM] | 2% | 6% | i | i | i | -2% | 4% | 1% | -5%
11 | COc1ccc(C(=O)Nc2nc3ccccc3[nH]2)cc1OC | ? | -0.1%[57.5 µM] | -1% | -7% | i | i | i | -1% | -9% | -2% | 1%
12 | Nc1c(C(=O)Nc2ccc(F)cc2)sc2nc(-c3ccco3)ccc12 | i | -0.1% | 0% | -5% | i | i | i | -2% | -2% | 1% | 4%
13 | CCOc1ccc(NC(=O)Nc2ccc3nccnc3c2)cc1 | / | -3.7% | 0% | -5% | / | / | / | 0% | -11% | -2% | 2%
14 | Cn1cc(-c2nc3cnc(Oc4ccccc4)nc3n(CCC#N)c2=O)c2ccccc21 | i | 16% | 2%[9.22 µM] | ? | i | i | i | 2% | -5% | -6% | -2%
15 | N[C@H](Cc1ccc(O)c(I)c1)C(=O)O | i | 0.1% | 0% | -3% | i | i | ? | 10% | / | 3% | -21%
16 | COc1ccc(C(=O)N(Cc2nc(-c3ccc(C)cc3)no2)C(C)C)cc1OC | / | -1.1% | / | -6%[2.3 µM] | / | / | / | -9% | -8% | -3% | -9%

# Entries of single compounds from above:
# `Cn1cc(-c2nc3cnc(Oc4ccccc4)nc3n(CCC#N)c2=O)c2ccccc21` is listed with Fluorescein fluor = i; HBB splice mod = 16%; GFP derepression = 2%[9.22 µM]; Hsp90 Hop PPI = ?; Rhodamine autofl = i; 4MU fluor = i; TexasRed autofl = i; Ub-GFP proteasome = 2%; 15-hLO inh = -5%; Pol III holo inh = -6%; HADH2 inhib = -2%
# `CC(C)OC(=O)CCC1(C(=O)O)CCC(=O)NC1` (stereo unspecified) is listed with Fluorescein fluor = i; HBB splice mod = /; GFP derepression = 0%; Hsp90 Hop PPI = -2%; Rhodamine autofl = i; 4MU fluor = i; TexasRed autofl = i; Ub-GFP proteasome = 3%; 15-hLO inh = 0%; Pol III holo inh = -6%; HADH2 inhib = 2%

# Next section
no. | Structure | Fluorescein fluor | HBB splice mod | GFP derepression | Hsp90 Hop PPI | Rhodamine autofl | 4MU fluor | TexasRed autofl | Ub-GFP proteasome | 15-hLO inh | Pol III holo inh | HADH2 inhib
17 | COc1ccc(CN(Cc2cccnc2)S(=O)(=O)c2ccc(-n3cnnn3)c(C)c2)cc1OC | ? | / | -1% | -1% | i | i | i | -1% | -6% | -4% | 11%
18 | CCOC(=O)c1cc2occc2n1CCCN1C(=O)c2ccccc2C1=O | i | / | 0% | ? | i | i | i | 4% | -19% | 5% | 16%
19 | C=C(C)CC1N(c2cccc(OC)c2)C(=O)C2C(C(=O)O)C3C=CC21O3 (stereo unspecified) | / | 1.3% | 0% | -2% | / | / | / | -3% | 4% | -2% | 0%
20 | CN(C1CCS(=O)(=O)C1)S(=O)(=O)c1cccc2nsnc12 (stereo unspecified) | i | / | -4%[20.6 µM] | / | i | i | i | / | / | / | /
21 | O=C(CCN1CCCCC1)c1csc2ccccc12 | i | -0.3%[9.22 µM] | -1%[9.22 µM] | -5%[11 µM] | i | i | i | 0%[9.17 µM] | -2%[11.4 µM] | -8%[11.4 µM] | ?
22 | CN1CCN(CCC(=O)N2c3ccccc3Sc3ccc(Cl)cc32)CC1 | i | / | 2%[20.6 µM] | / | i | i | i | / | / | / | /
23 | COc1cc(C)c(S(=O)(=O)N2CCN(C)CC2)cc1C | i | -0.1% | -3% | -2% | i | i | ? | 0% | 4% | -2% | 8%
24 | CCCCC(CC)CNC(=O)CN(C)S(=O)(=O)c1cccc2nsnc12 (stereo unspecified) | i | -1.6% | -1% | 0% | i | i | ? | -5% | -1% | -1% | 2%

# More records follow.
# Every second line gives: Fluorescein fluor	HBB splice mod	GFP derepression	Hsp90 Hop PPI	Rhodamine autofl	4MU fluor	TexasRed autofl	Ub-GFP proteasome	15-hLO inh	Pol III holo inh	HADH2 inhib
[25] CC(C)OC(=O)C(CC(=O)O)NCc1ccccc1 (stereo unspecified)
 : i	/	0%[20.6 µM]	/	i	i	?	/	/	/	/
[26] COc1ccccc1-n1c(-c2cccnc2)n[nH]c1=S
 : i	1.9%[0.369 µM]	2%	2%	i	1.1e-08M*	i	/	-7%	-1%	-16%
[27] CC1(C)Nc2ccc(O)cc2-c2c1ssc2=S
 : ?	/	-2%[20.6 µM]	/	i	i	i	/	/	/	/
[28] Cc1occc1-c1nnc(SCc2nc3ccccc3c(=O)n2CC#N)n1C
 : i	-0.3%[57.5 µM]	3%	-5%	i	i	i	-1%	3%	?	-8%
[29] CCOC(=O)c1ccc(CNC(=O)c2cc(C(C)(C)C)oc2C)o1
 : i	-0.7%	0%	0%	i	i	?	3%	-5%	-3%	6%
[30] COc1cccc(Cn2c(N)c(C#N)c3nc4ccccc4nc32)c1OC
 : 1.3e-08M*	6.8%[57.5 µM]	2%	12%	i	2.5e-07M*	i	-2%	-19%	4%	-21%
[31] COCCn1c(=O)c(-c2ccccc2)nc2cnc(N3CCN(C)CC3)nc21
 : i	0.9%	-2%[9.22 µM]	0%	i	?	i	0%	0%	-4%	88%[activator]
[32] CC(C)Cc1nc(SCC(=O)NCc2ccccc2)n[nH]1
 : ?	-1.7%	-3%	-2%	i	i	?	-1%	6%	-3%	-6%
[33] Cc1c2c(nc3nc4ccccc4n13)CCCC2=O
 : i	1.4%[0.369 µM]	0%	-3%	i	?	i	1%	-4%	1%	?
[34] CCOC(=O)N1CCN(c2nc(=S)n(-c3ccccc3)c(C)c2C(C)=O)CC1
 : /	-1.7%	0%	-4%	/	/	/	-20%	-8%	2%	-20%

# Overlap with the part before: two compounds; new compounds follow.
# Every second line gives: Fluorescein fluor	HBB splice mod	GFP derepression	Hsp90 Hop PPI	Rhodamine autofl	4MU fluor	TexasRed autofl	Ub-GFP proteasome	15-hLO inh	Pol III holo inh	HADH2 inhib
[33] Cc1c2c(nc3nc4ccccc4n13)CCCC2=O
 : i	1.4%[0.369 µM]	0%	-3%	i	?	i	1%	-4%	1%	?
[34] CCOC(=O)N1CCN(c2nc(=S)n(-c3ccccc3)c(C)c2C(C)=O)CC1
 : /	-1.7%	0%	-4%	/	/	/	-20%	-8%	2%	-20%
[35] O=[N+]([O-])c1cc(C(F)(F)F)ccc1Cl
 : /	2.3%	/	4%	/	/	/	/	-2%	-9%	-3%
[36] CCN(CC)CCn1nc(C)nc1-c1ccccc1O
 : i	0.6%	-1%	?	i	i	i	-3%	-16%	-2%	13%
[37] CCN(CC)C(=O)CSc1nc2cc3c(cc2c(=O)n1Cc1ccc2c(c1)OCO2)OCO3
 : i	-0.5%[0.369 µM]	11%	-2%	i	i	i	-2%	0%	-3%	-5%
[38] CC(=O)N[C@@H](C(=O)O)C(C)(C)SN=O
 : i	0.9%	0%&-1%	-1%&-7%	i	i	i	4%&-2%	-10%&-4%	-1%&-7%	-1%&10%
